Giardia kill: Giardia lamblia killing; Giardia lamblia trophozoite viability; activity change, % at 7.66 µM, hits read low; 0.15% of 340,000 active; in the data active means activity change below about -80%; inconclusive means between about -30% and that limit;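 further: parasites exposed to compound for two days anaerobically before the ATP read; on the % scale 0 is the no-effect control and ±100 the full control effect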
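Killing of trophozoites was scored by loss of ATP luminescence after a 48 hrs anaerobic exposure to compounds at 37 deg C, using 100 cells per well.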
Rab9 promoter act: activators of Rab9 promoter; Huh7 Rab9 promoter-luciferase reporter, luminescence, 24 h; Potency, µM (titrated, usually from 9.22 µM), for inactives: at the highest dose activation, negative = inhibition, actives largely listed as activators; 2.8% of 320,000 active; further: potency means the concentration at half of the fitted maximal effect; % of control where 0% means no effect; nearly all actives have a fitted effect of over 60% in size
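Stable Rab9-luc Huh7, 1500 cells/well, 2 h settle; cmpd in DMSO, 24 h, 37 °C/5% CO2; luciferase reagent 10 min RT; luminescence.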
Gal4-VP16 FLuc: Gal4-VP16 reporter inhibition counter-screen | Drosophila S2 Gal4-VP16 UAS-luciferase, luminescence, 20 h | Potency, µM (series often up to 53.6 µM), inactives show top-dose activity, negative = inhibition, actives largely listed as inhibitors | 3.5% of 310,000 active | AID 2546;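 further: Gal4-VP16 expression switched on by copper sulfate through the metallothionein promoter; potency means the concentration at half of the fitted maximal effect; on the % scale 0 is the no-effect control and ±100 the full control effect; nearly all actives have a fitted effect of over 50% in size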
Coupling enz: coupling enzyme interference in Giardia aldolase counter-screen | AID 2472 | coupling enzyme system counterscreen, AmpLite Red fluorescence | activity change, negative = inhibition, % at 58.2 µM, hits read low | 0.67% of 290,000 active; in the data active means activity change below about -30%; further: on the % scale 0 is the no-effect control and ±100 the full control effect
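Final compound at 57.5 uM, incubated 10 min at RT with coupling enzyme reagent (glyceraldehyde-3-phosphate), then 20 min with substrate and AmpLite Red detection. Fluorescence read at 525/598 nm; tests interference with the coupling assay, not aldolase inhibition.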
ELG1 genotoxic: inducers of genotoxicity in HEK293T ELG1-luciferase cells; HEK293T ELG1-luciferase reporter, luminescence, 16 h; Potency, µM (highest dose often 46 µM), for the others: top-dose activity change, positive = activation, actives largely listed as activators; 1.3% of 330,000 active; AID 504466; further: potency means the concentration at half of the fitted maximal effect; % of control where 0% means no effect; nearly all actives have a fitted effect of over 60% in size
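Genotoxic stress is detected as increased luminescence from luciferase-tagged ELG1 in HEK293T cells, measured with ONE-Glo after a 16 hr treatment at 37 °C.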
RORg inh: inhibitors of mouse ROR gamma transcriptional activity; P51450; Drosophila S2 Gal4-RORgamma UAS-luciferase reporter, 20 h; Potency, µM (top dose mostly 53.6 µM), without a hit: at the highest dose activity change, negative = inhibition, actives largely listed as inhibitors; 5.4% of 310,000 active; AID 2551; further: potency means the concentration at half of the fitted maximal effect; on the % scale 0 is the no-effect control and ±100 the full control effect; nearly all actives have a fitted effect of over 60% in size
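Luciferase reporter read in Schneider cells carrying Gal4-RORγ (mouse) and UAS-Photinus luciferase; cells given compound 1 h before 700 uM copper sulfate induction, then incubated 20 h at ambient temperature.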
Tb PFK inh: T. brucei PFK enzyme inhibition | T. brucei PFK, ADP-Glo luminescence | Potency, µM (top dose mostly 57.5 µM), inactives show at the highest dose activity, negative = inhibition, usual class: inhibitors | 0.17% of 330,000 active | AID 485367;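 further: potency means the concentration at half of the fitted maximal effect; 0% = uninhibited 1x PFK enzyme wells and -100% = no-enzyme wells; nearly all actives have a fitted effect of over 60% in size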
Target sequence (O15648 whole entry, looked up): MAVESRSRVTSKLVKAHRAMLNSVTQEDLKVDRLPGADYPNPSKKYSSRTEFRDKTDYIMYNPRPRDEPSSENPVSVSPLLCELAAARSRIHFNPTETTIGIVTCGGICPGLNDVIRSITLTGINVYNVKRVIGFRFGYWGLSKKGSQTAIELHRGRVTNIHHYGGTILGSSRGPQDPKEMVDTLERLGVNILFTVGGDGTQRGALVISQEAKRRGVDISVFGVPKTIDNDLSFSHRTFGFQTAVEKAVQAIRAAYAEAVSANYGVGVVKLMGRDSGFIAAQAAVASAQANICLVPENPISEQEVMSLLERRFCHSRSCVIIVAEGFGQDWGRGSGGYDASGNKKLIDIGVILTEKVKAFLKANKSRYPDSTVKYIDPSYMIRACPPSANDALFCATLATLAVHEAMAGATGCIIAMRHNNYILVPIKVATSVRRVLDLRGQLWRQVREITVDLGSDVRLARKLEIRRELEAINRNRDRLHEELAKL
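Activity is normalized to no-enzyme wells (full inhibition) and 1.25 nM enzyme wells (no inhibition). Reaction: 0.5 mM F6P, 0.1 mM ATP, 45 min RT, ADP-Glo luminescence; concentration-response curves fitted and classed by quality.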
KCNH2 3.1 block: KCNH2 3.1 (human) potassium channel inhibition; U2OS KCNH2 3.1, thallium flux FluxOr; stronger effect = lower value; activity change, % (tested at about 1.8 µM); 0.95% of 340,000 active; AID 720553;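 active means maximum activity change below -70%; inconclusive means maximum activity change from -70% to -50%; inactive means maximum activity change above -50%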;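 further: thallium influx rate constant from kinetic fluorescence after stimulation buffer; on the % scale 0 is the no-effect control and ±100 the full control effect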
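FluxOr-based Tl+ influx in U2OS cells transduced with KCNH2 3.1 virus; rate constants normalized to DMSO controls.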
FLuc counter: counter-screen for miR-21 project: firefly luciferase inhibitors or activators | P08659 | purified FLuc, Km substrates, luminescence inhibition | Potency, µM (top dose mostly 57.5 µM), inactives show top-dose activity change, negative = inhibition, usual class: inhibitors | 6.9% of 360,000 active | AID 588342;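 further: potency means the concentration at half of the fitted maximal effect; plate controls were vehicle for no effect and reference inhibitor for full effect; nearly all actives have a fitted effect of over 55% in size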
Target sequence (P08659 whole entry, looked up): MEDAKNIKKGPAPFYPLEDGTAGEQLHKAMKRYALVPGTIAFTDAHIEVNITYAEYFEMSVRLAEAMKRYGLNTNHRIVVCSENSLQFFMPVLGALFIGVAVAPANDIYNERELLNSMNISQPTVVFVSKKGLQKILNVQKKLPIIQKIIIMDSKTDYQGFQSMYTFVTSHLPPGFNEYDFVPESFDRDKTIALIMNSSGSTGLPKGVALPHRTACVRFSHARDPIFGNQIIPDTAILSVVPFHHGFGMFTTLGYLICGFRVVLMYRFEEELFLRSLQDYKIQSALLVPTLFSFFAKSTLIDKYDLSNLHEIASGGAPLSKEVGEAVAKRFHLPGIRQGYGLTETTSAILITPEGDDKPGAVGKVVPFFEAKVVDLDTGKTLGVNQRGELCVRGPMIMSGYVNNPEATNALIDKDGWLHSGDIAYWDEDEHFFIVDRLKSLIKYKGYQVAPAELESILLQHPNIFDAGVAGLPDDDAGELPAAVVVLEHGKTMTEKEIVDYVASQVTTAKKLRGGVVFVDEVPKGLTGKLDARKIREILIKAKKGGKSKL
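Purified P. pyralis luciferase, 10 nM final, with Km-level 10 uM D-luciferin and 10 uM ATP in 50 mM Tris acetate pH 7.5, 10 mM Mg acetate, 0.01% Tween-20, 0.05% BSA; 6-point qHTS titration about 60 µM downward; luminescence read.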
uPA surface inh: cell surface uPA generation inhibition. cell surface uPA generation assay, qHTS. Potency, µM (doses to about 38.3 µM), inactives show top-dose activity change, negative = inhibition, actives largely listed as inhibitors. 0.31% of 330,000 active. AID 540303; active means well fitted inhibition curve with a large enough effect; inconclusive means small, poorly fitted or top-dose-only effect; inactive means no such curve, though single readings can be large or run the other way; tested in mouse RAW 264.7 cells; further: potency means the concentration at half of the fitted maximal effect; on the % scale 0 is the no-effect control and ±100 the full control effect; nearly all actives have a fitted effect of over 55% in size
NPC1 prom act: activators of NPC1 promoter | Huh7 NPC1 promoter luciferase reporter, 24 h | Potency, µM (top dose mostly 9.22 µM), for the others: top-dose activation, usual class: activators | 2.4% of 320,000 active | AID 485313;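 further: potency means the concentration at half of the fitted maximal effect; % of control where 0% means no effect; nearly all actives have a fitted effect of over 60% in size; reporter is driven by a mutant NPC1 promoter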
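Cells: Huh7 expressing luciferase under the NPC1 promoter, 1500/well. Seeded 2 h, compound added, incubated 24 h at 37 °C. Luciferase reagent, 10 min ambient, then luminescence.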
The depositor's hits bear a star; ? = inconclusive; nt = no result given; [ ] = dose if it differs, or a comment. Unless noted, the call rests on the fitted dose curve; in most records, active means well fitted curve in the direction sought with a large enough effect; inconclusive means small, poorly fitted or top-dose-only effect, or another doubt; inactive means no such curve, though single readings can be large; an effect the other way counts as inactive or inconclusive.

SMILES	Giardia kill	Rab9 promoter act	Gal4-VP16 FLuc	Coupling enz	ELG1 genotoxic	RORg inh	Tb PFK inh	KCNH2 3.1 block	FLuc counter	uPA surface inh	NPC1 prom act
O=C1c2ccccc2C(=O)N1CC(O)COc1ccc(Cl)cc1 (stereo unspecified)	11	0%	26%	1	0%	17%	-1%	-3	?	-4%	-4%
Cc1cc(C)n(-c2ccc(C(=O)N3CCN(S(=O)(=O)c4ccc(C(C)C)cc4)CC3)cc2)n1	5	-4%	nt	nt	-5%	nt	0%	4	-10%	-4%	-3%
Cc1ccc2c(c1)N(CCC(=O)NCc1ccco1)C(=O)CO2	12	1%	1%	2	-7%	?	-11%	3	-7%	0%	-1%
Nc1nc(SCC(=O)Nc2ccc([N+](=O)[O-])cc2)n[nH]1	-19	-9%	-10%	2	-5%	45%	5%	7	1%	4%	-1%
COc1ccc(-n2nc(C(=O)NCC(=O)NCc3ccccc3OC)c3ccccc3c2=O)cc1	1	2%	-8%	-3	-6%	-21%	3%	7	-1%	1%	0%
Cc1cccc([C@@H]2[C@@H]3C(=O)N(Cc4ccccc4)C(=O)[C@@H]3[C@]3(Cc4ccccc4)C(=O)N(c4cccc(F)c4)C(=O)N23)c1	12	-1%	nt	nt	2%	nt	0%	-6	-2%	-5%	2%
O=c1cc[nH]c2ccc(Cl)cc12	?	-4%	-15%	-2	-1%	-3%	0%	-8	6%	6%	-1%
CC(C)c1ccc(N2C(=O)C3C4C=CC(CC4)C3C2=O)cc1 (stereo unspecified)	24	-4%	-25%	-1	-2%	?	-1%	12	?	3%	-5%
O=C(OCc1nc2scc(-c3ccccc3)c2c(=O)[nH]1)c1cc([N+](=O)[O-])ccc1Cl	13	-5%	-25%	0	2%	-5%	?	12	5%	3%	-5%
Cc1cccc(CSCCNC(=O)c2ccc(N(C)S(=O)(=O)c3ccccc3)cc2)c1	-6	-4%	-10%	0	-8%	29%	-2%	9	2%	2%	-4%
Cc1ccc2ccccc2c1COC(=O)c1nonc1N	4	-2%	-5%	10	1%	0%	1%	8	2%	nt	1%
CC1CN(C(=O)c2cccc(S(=O)(=O)N3CCN(c4ccc(F)cc4)CC3)c2)CC(C)O1 (stereo unspecified)	-14	-7%	-29%	nt	-16%	?	0%	-5	2%	-3%	-1%
CCCCCCCNC(=O)C1(CC2CC(c3ccccc3)=NO2)CCN(C(=O)OC(C)(C)C)CC1 (stereo unspecified)	10	19%	nt	nt	-1%	nt	-2%	3	?	12%	-1%
COc1ccc(-c2nnc(NC(=O)CS(=O)(=O)c3ccc(F)cc3)o2)c(OC)c1	-1	-2%	nt	nt	1%	nt	11%	17	1%	5%	-1%
CC(Oc1ccccc1C(N)=O)C(=O)Nc1ccc(S(=O)(=O)N2CCCC2)cc1 (stereo unspecified)	6	-2%	nt	nt	-2%	nt	-1%	10	0%	1%	-4%
Cc1cc(Cl)cc(Cl)c1OCCOCCN(C)C	-6	-2%	1%	3	-4%	-12%	-9%	-9	9%	4%	-1%
Cc1cc(Br)cc(Br)c1OCC(=O)NNC(=O)c1ccoc1C	9	2%	-4%	nt	-12%	-1%	-3%	1	3%	3%	0%
Cc1ccc2c(c1)nnn2C1CCN(C(=O)c2cccs2)CC1	-4	4%	2%	4	1%	33%	-4%	-3	1%	3%	15%
CCCOC(=O)C1=C(C)NC2=C(C(=O)CCC2)C1c1cccc(OC)c1OC (stereo unspecified)	-1	1%	0%	-5	0%	?	6%	6	-1%	4%	-12%
O=C(Nc1cccc(F)c1)c1cc(S(=O)(=O)N2CCOCC2)ccc1N1CCCC1	7	-8%	nt	nt	1%	nt	0%	12	-32%	-29%	-5%
O=C(O)CCC1COc2ccccc2O1 (stereo unspecified)	-10	3%	-8%	0	-3%	-6%	0%	9	-2%	nt	-3%
COC(=O)Cn1c(=NC(=O)CN2C(=O)CCC2=O)sc2cc(S(N)(=O)=O)ccc21	-3	3%	-15%	-3	-2%	-5%	-2%	16	-1%	1%	-1%
c1nc2nc3c(c(N4CCOCC4)n2n1)CCCC3	-1	0%	-4%	0	4%	-8%	1%	-5	1%	0%	-2%
CCN(CC)S(=O)(=O)c1cc(NC(=O)CCn2[nH]c(=O)ccc2=O)ccc1C	-3	nt	nt	nt	3%	nt	-7%	1	nt	5%	nt
CNc1ccc(S(=O)(=O)NC)cc1[N+](=O)[O-]	2	-2%	11%	1	6%	-19%	2%	14	-2%	10%	3%
Cc1ccccc1C(=O)Nc1ccc(C(=O)N/N=C/c2ccc(O)c(Br)c2)cc1	-7	0%	?	0	-10%	-7%	2%	11	?	1%	1%
COC(=O)C1=C(C)Nc2sc(C(N)=O)c(N)c2C1c1ccncc1 (stereo unspecified)	4	-4%	1%	-13	9%	-2%	2%	16	0%	-8%	-8%
Cc1nn(-c2ccc(NC(=O)c3ccncc3)cc2)c(C)c1Cl	8	-29%	7.9µM*	1	-5%	?	13%	13	-4%	-5%	-29%
CCOC(=O)Cn1c(=O)oc2cc(S(=O)(=O)Nc3ccc(F)cc3)ccc21	4	-2%	0%	0	0%	22%	6%	28	0%	-2%	2%
CN1CCN(c2ccc(C(CC(N)=O)NC(=O)c3ccccc3)cc2[N+](=O)[O-])CC1 (stereo unspecified)	-8	-1%	-4%	0	-1%	6%	-5%	3	0%	3%	-3%
CCCCCC(=O)Nc1cc(S(=O)(=O)N2CCOCC2)ccc1Oc1ccc(OCC)cc1	-8	-2%	nt	nt	3%	nt	-1%	-1	6%	1%	-8%
CN1CCN(C(=O)c2ccc3c(=O)n(Cc4ccc(Cl)cc4)c(=S)[nH]c3c2)CC1	9	-8%	?	-1	1%	7.1µM*	-14%	1	-12%	nt	1%
O=S(=O)(CCc1nnc(-c2ccc(Br)cc2)o1)c1ccc(Cl)cc1	-15	-2%	1%	5	2%	16%	-1%	4	8%	8%	-4%
COc1ccc(C(=O)C2CCCN(C(=O)c3ccc(CSC)o3)C2)cc1F (stereo unspecified)	-4	-1%	19%	nt	1%	17%	-1%	-3	-1%	-6%	-2%
COc1ccccc1/C=N/NC(=O)c1cccc(OC(F)(F)C(F)F)c1	21	-2%	4%	1	1%	-43%	1%	11	12µM*	-1%	-1%
COc1ccc(CNc2nc3ccccc3n2C(C)C)cc1	2	-6%	19%	2	-3%	-25%	-6%	-10	-17%	6%	-1%
O=C1C2=C(c3ccccc31)[N+](=O)[C@@H]1CCCC[C@@H]1N2[O-]	-8	28%	4%	-45*	11%	-25%	-1%	-9	1%	2%	17%
COc1ccc(NC(=O)Nc2ccc3c(c2)C(=O)N([C@H](C)CO)C[C@H](C)[C@@H](CN(C)C(=O)Nc2c(C)noc2C)O3)cc1	-8	nt	nt	nt	5%	nt	0%	-3	nt	-8%	nt
COc1cccc(CN(C)C(=O)c2cc(S(=O)(=O)NC3CCCCC3)ccc2C)c1	-9	nt	nt	nt	-4%	nt	12%	11	nt	0%	nt
Cc1cc(C(=O)OCC(=O)c2ccc(Cl)c([N+](=O)[O-])c2)c2cccc(C)c2n1	-6	-2%	-4%	-2	0%	-15%	-26%	-7	1%	2%	-1%
CCOC(=O)c1ccc(N=CC2=C(O)CC(C)(C)CC2=O)cc1	-1	15%	1%	2	5%	19%	0%	-2	?	-3%	0%
Cn1c(=O)oc2cc(S(=O)(=O)NC3CCN(Cc4ccccc4)CC3)ccc21	10	4%	1%	-2	0%	14%	25%	25	-9%	15%	0%
CCOC(=O)C1=C(O)/C(=C\c2ccc(CNS(=O)(=O)c3ccc(Br)cc3)o2)N=C1C	-3	-1%	-2%	-4	0%	23%	-1%	2	3%	4%	-1%
CCOc1ccc(N(Cc2cc3cc(OC)ccc3[nH]c2=O)C(=O)C2CCCO2)cc1 (stereo unspecified)	4	6%	-7%	-1	0%	?	0%	4	6%	-8%	2%
COCCNC(=O)NC12CC3(C)CC(C)(CC(C)(C3)C1)C2	-11	-1%	11%	2	-9%	2%	0%	nt	1%	0%	-2%
O=C(CCc1nc(-c2ccccc2)c(-c2ccccc2)o1)OCc1ccc(Cl)cc1	-5	1%	2%	-1	-1%	-1%	0%	-4	3%	nt	3%
C=CCc1cccc(C=Nc2cccn3cc(-c4ccccc4)nc23)c1O	-30	?	8%	1	?	?	-9%	-1	-17%	5%	?
CC1CN(C(=O)CN2C(=O)NC3(CCCCCCC3)C2=O)CC(C)O1 (stereo unspecified)	32[activator]	7%	6%	1	-2%	4%	1%	-12	4%	nt	6%
CSc1ccccc1OCc1cc(C(=O)NCCC2=CCCCC2)no1	-2	-4%	-11%	1	7%	0%	1%	-15	4%	4%	-4%

From PubChem BioAssay
